Tau fibril ThT: tau fibrillization inhibition (ThT binding) | P10636 | recombinant tau K18 P301L (four-repeat tau fragment), heparin-induced fibrillization, ThT fluorescence | Potency, µM (doses to about 57.4 µM), for the others: at the highest dose activity, negative = inhibition, actives largely listed as inhibitors | 270,000 tested, 2.1% active; note: % is set by controls: 0 for no effect and ±100 for the full control effect; nearly all actives have a fitted effect of over 55% in size
Target sequence (P10636 561-689 P618L limits assumed): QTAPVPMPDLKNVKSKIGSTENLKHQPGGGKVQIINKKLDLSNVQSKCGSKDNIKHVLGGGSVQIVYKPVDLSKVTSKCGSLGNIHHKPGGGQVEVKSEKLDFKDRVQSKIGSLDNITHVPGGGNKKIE
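K18 P301L tau (15 uM + 0.24 uM Alexa 594-tagged), heparin 20 uM, NaOAc pH 7, 6 h 37 C; ThT 30 uM, 1 h RT, ex 450/em 510 nm.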
L3MBTL1 inh: inhibitors of human L3MBTL1 | Q9Y468 | AlphaScreen L3MBTL1–H3K9me1 peptide binding | Potency, µM (highest dose often 57.1 µM), for inactives: top-dose activity, negative = inhibition, usual class: inhibitors | 230,000 tested, 0.66% active; note: % is set by controls: 0 for no effect and ±100 for the full control effect; nearly all actives have a fitted effect of over 60% in size
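AlphaScreen proximity signal between nickel-chelate acceptor and streptavidin donor beads (final 10 ug/mL) reports binding of 50 nM L3MBTL1 to 75 nM biotin-H3 K9me1 peptide; complex incubated with compounds 30 min at room temperature; cefsulodin titration as control.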
ALDH1A1 block: inhibitors of human aldehyde dehydrogenase 1A1; P00352; Purified ALDH1A1, NADH fluorescence, propionaldehyde substrate; Potency, µM (series often up to 75.3 µM), inactives show at the highest dose activity, negative = inhibition, hits mostly inhibitors; 220,000 tested, 7.3% active; AID 1030; active = well fitted inhibition curve with a large enough effect, not every such curve was filed as active; inconclusive = small, poorly fitted or top-dose-only effect, or another doubt; inactive = no such curve, though single readings can be large or run the other way;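 note: plate controls were no enzyme wells and a reference inhibitor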
RECQ1 helicase: inhibitors of human RECQ1 DNA helicase; Potency, µM (highest dose often 57.3 µM), without a hit: at the top dose activity, negative = inhibition, actives largely listed as inhibitors; P46063; RECQ1 DNA unwinding, red fluorescence kinetic read; 240,000 tested, 0.54% active;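 note: plate controls were vehicle for no effect and no enzyme for full effect; nearly all actives have a fitted effect of over 30% in size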
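RECQ1T1 50 nM; forked duplex (20 bp + 30-nt ss tails) 200 nM, ATP 2 mM final; pH 8.0, 2 mM MgCl2, 2.5 ug/ml poly(dI-dC); 15 min compound preincubation; discontinuous kinetic read over 2 h at RT.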
Lamin A splicing: changes lamin A minigene splicing in HeLa cells. 200,000 tested, 0.01% active. HeLa LMNA splicing GFP/RFP minigene ratio, 48 h. Potency, µM (series often up to 46.1 µM), for inactives: at the highest dose ratio change, negative = inhibition, usual class: inhibitors; active = well fitted inhibition curve with a large enough effect in the signal ratio, with a control signal flat, not every such curve was filed as active; inconclusive = small, poorly fitted or top-dose-only effect, or effect the other way, or a change in a side signal; the % refers to the signal ratio; note: % is set by controls: 0 for no effect and ±100 for the full control effect
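S3 HeLa cells stably expressing lamin A-EGFP splicing minigene plus DsRed2, 600 cells/well, 48 h compound exposure at 37C. Laser-scanning cytometry; analysed as GFP (500-530 nm)/RFP (575-640 nm) total intensity ratio; 0.5% DMSO vehicle.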
SMN2 splice up: increases expression of the SMN2 splice variant | HEK293 SMN2-luciferase splicing reporter, luminescence, 30-36 h | Potency, µM (top dose mostly 46.1 µM), without a hit: top-dose activity change, positive = activation, hits mostly activators | 210,000 tested, 2.8% active; note: % of control where 0% means no effect; nearly all actives have a fitted effect of over 55% in size
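HEK293 cells carry an SMN2 […]–luciferase reporter in which exon 7 inclusion puts luciferase in frame. Cells were plated 10-12 h before compound addition, then incubated 30-36 h at 37C. ONE-Glo luminescence was read; sodium butyrate at 4.5 mM final served as control.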
Luc counter: counter-screen: inhibitors of Kinase-Glo firefly luciferase; Q27757; Kinase-Glo luciferase, ATP luminescence, 8 min; Potency, µM (series often up to 38.3 µM), for the others: top-dose activity change, negative = inhibition, hits mostly inhibitors; 200,000 tested, 0.28% active; AID 1379; note: % is set by controls: 0 for no effect and ±100 for the full control effect; nearly all actives have a fitted effect of over 60% in size
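Light output from Kinase-Glo luciferase with luciferin and 10 uM ATP in 50 mM imidazole pH 7.2, KCl, MgCl2, Tween 20, BSA; compound pin-delivered, 8-min ambient incubation, then luminescence read.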
JMJD2E inh: blocks human JMJD2E demethylase activity; B2RXH2; Potency, µM (top dose mostly 57.1 µM), for the others: at the highest dose activity change, negative = inhibition, most hits filed as inhibitors; JMJD2E catalytic domain, FDH-coupled NADH fluorescence (FDH is formaldehyde dehydrogenase); 230,000 tested, 1.6% active; active = well fitted inhibition curve with a large enough effect, not every such curve was filed as active; inconclusive = small, poorly fitted or top-dose-only effect, or another doubt; inactive = no such curve, though single readings can be large or run the other way;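 note: 0% = wells with enzyme and -100% = buffer wells without enzyme; nearly all actives have a fitted effect of over 50% in size; many of its hits are not listed in these tables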
Target sequence (B2RXH2 1-337 limits assumed): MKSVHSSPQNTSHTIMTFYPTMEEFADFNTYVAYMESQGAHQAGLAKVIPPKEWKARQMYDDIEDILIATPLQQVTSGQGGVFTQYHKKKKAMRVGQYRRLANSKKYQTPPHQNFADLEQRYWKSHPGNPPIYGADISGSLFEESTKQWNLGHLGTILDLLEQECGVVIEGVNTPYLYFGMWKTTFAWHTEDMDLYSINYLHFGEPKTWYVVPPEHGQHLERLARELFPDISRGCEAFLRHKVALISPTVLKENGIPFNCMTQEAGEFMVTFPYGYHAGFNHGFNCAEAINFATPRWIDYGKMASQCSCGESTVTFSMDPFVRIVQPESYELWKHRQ
The depositor's hits bear a star; i = inactive; ? = inconclusive; · = no result given; & = joins results of further samples; [ ] = remark or other dose. Unless noted, calls come from the whole dose curve; as a rule, active = well fitted curve in the direction sought with a large enough effect; inconclusive = small, poorly fitted or top-dose-only effect, or another doubt; inactive = no such curve, though single readings can be large; an effect the other way counts as inactive or inconclusive. Potency is the fitted concentration of half-maximal effect. Some of the compounds tested; the hit share may differ from the screen's.

cpd	Molecule	Tau fibril ThT	L3MBTL1 inh	ALDH1A1 block	RECQ1 helicase	Lamin A splicing	SMN2 splice up	Luc counter	JMJD2E inh
1	CCOc1cc(CNc2ccc(Br)cc2)cc(Br)c1OCC(=O)NC(C)(C)C	-13%	·	0%	-3%	-29%	-16%	-3%	-7%
2	CC(=O)Nc1nnc(SCC(=O)N2CCN(Cc3ccccc3)CC2)s1	-11%	-2%	?	-2%	-17%	-10%	0%	-4%
3	O=C(O)c1ccc2c3c(cccc13)C(=O)N(c1cccc3ccccc13)C2=O	7%	2%	-2%	29%	9%[46 µM]	·	-1%	6%
4	CCCCNC(=O)CCSc1nc2nc(C)cc(C)n2n1	-6%	-7%	11%	-5%	0%	5%	-3%	4%
5	CC(C)N(CCC(=O)c1ccc2ccccc2c1)Cc1ccccc1	?	-12%	0.28µM*	i	?	6%	-2%&2%	35µM*
6	O=C(Cn1c(=O)n(-c2ccc(F)cc2)c(=O)c2sccc21)N1CCCC1	-11%	3%	8%	-2%	0%	-3%	-7%	4%
7	CCn1c(-c2ccccc2Cl)nn(CC(=O)Nc2ccc(OC)cc2)c1=S	-6%	3%	-1%	i	3%	-37%[inhibitor]	-7%	5%
8	CC1=CC(C)(C)N(C(=O)CSc2nccn2C)c2cc(C)ccc21	-9%	-3%	8%	i	?	-13%	-2%	-3%
9	N/C(Cc1ccc([N+](=O)[O-])cc1)=N\OC(=O)C1CCCCC1	8%	31%[activator]	?	-8%	·	·	-2%	1%
10	Cc1nc(N)ncc1Sc1ccccc1	-2%	7%	-6%	-1%	·	·	·	-17%
11	CC(NC(=O)CSc1nnc(-c2cc3cc(Cl)ccc3o2)n1C)c1ccccc1 (stereo unspecified)	-2%	26%[11.4 µM]	7%	-3%	?	-38%[inhibitor]	3%	4%
12	CCn1c(SCC(=O)c2ccc3c(c2)OCCO3)nnc1-c1ccco1	-15%	-7%	?	3%	-9%	21%	4%	0%
13	CC(C)=NNc1nc2sc3c(c2c(=O)[nH]1)CC(C)(C)OC3	?	15%	-3%	-5%	4%	0%	-3%	?
14	COC(Cc1n[nH]c(=S)n1-c1ccccc1)OC	1%	8%	4%	i	-1%	-6%	10%	8%
15	Cc1nn(-c2ccccc2)c(Cl)c1C(=O)OC(C)C(=O)NC(=O)NC1CCCCC1 (stereo unspecified)	-14%	18%	-9%	-3%	?	-47%	-2%	0%
16	O=C(C1CCN(S(=O)(=O)N2CCCCC2)CC1)N1CCCCC1	5%	1%	?	-19%	5%	-2%	-2%	6%
17	c1ccc(-c2oc3ncnc(NCCCn4ccnc4)c3c2-c2ccccc2)cc1	?	-27%	?	i	?	-32%[inhibitor]	-6%	?
18	CC(C)=CCC/C(C)=C/CC(C)(C)CNCCN1CCNCC1	-8%	3%	?	-2%	?	-31%[inhibitor]	0%	3%
19	Cc1cc(C)nc(N/N=C/c2ccc(N3CCOCC3)cc2)n1	?	3%	-9%	i	?	20%	-1%	-10%
20	C/C(CC(=O)c1ccccc1)=N\NC(=O)CC#N	2%	-2%[11.4 µM]	9%	i	·	10%	1%	-18%
21	CCN(CC)P(=O)(/C(Cl)=C\Nc1c(C)n(C)n(-c2ccccc2)c1=O)N(CC)CC	-14%	-4%	18µM*	i	?	-5%	-1%	-30%
22	O=S(=O)(Nc1nccs1)c1ccc(Br)cc1	-5%	0%	5%	13%	-13%[46 µM]	13%	-5%	6%
23	O=C(NN1CCOCC1)c1ccc(S(=O)(=O)N2CCCCC2)cc1	7%	-11%	?	-2%	·	-2%	0%	11%
24	Cc1cc2cc(CN(Cc3nnnn3C3CCCCC3)CC3CCCO3)c(=O)[nH]c2cc1C (stereo unspecified)	0%	8%	?	i	3%	-7%	-2%	-12%
25	Oc1ccccc1CNCc1ccccc1	-5%	3%	-5%	-3%	-6%[46 µM]	14%	3%	1%

Grouped by structure: those above containing two or more sulfur atoms
cpd	Molecule	Tau fibril ThT	L3MBTL1 inh	ALDH1A1 block	RECQ1 helicase	Lamin A splicing	SMN2 splice up	Luc counter	JMJD2E inh
2	CC(=O)Nc1nnc(SCC(=O)N2CCN(Cc3ccccc3)CC2)s1	-11%	-2%	?	-2%	-17%	-10%	0%	-4%
22	O=S(=O)(Nc1nccs1)c1ccc(Br)cc1	-5%	0%	5%	13%	-13%[46 µM]	13%	-5%	6%

Going on with the list.
cpd	Molecule	Tau fibril ThT	L3MBTL1 inh	ALDH1A1 block	RECQ1 helicase	Lamin A splicing	SMN2 splice up	Luc counter	JMJD2E inh
26	CCCCc1nc2c(c3c1C[C@H](C)OC3)CN(S(=O)(=O)c1c(C)noc1C)CC2	-5%[11.5 µM]	·	-9%[13.5 µM]	2%[11.5 µM]	-11%[9.22 µM]	4%[9.22 µM]	-8%[7.66 µM]	-23%[11.4 µM]
27	Cc1cc(C)c2c(=O)[nH]c(SCC(=O)N3CCOCC3)nc2n1	-7%	5%	?	-2%	-5%[46 µM]	·	0%	?
28	Cc1ccc(S(=O)(=O)/N=C2\C(=O)c3ccccc3C([O-])=C2n2cc[n+](CCC(C)C)c2)cc1	?	-4%	?	-5%	?	-31%[inhibitor]	-5%	-2%
29	Oc1[nH]c(N=C2N=c3ccccc3=N2)c2ccccc12	?	2%	0%	i	·	·	·	-15%
30	COc1ccc(CCNC(=O)C2CC(c3ccccc3[N+](=O)[O-])=NO2)cc1 (stereo unspecified)	-7%	9%	-1%	-4%	9%	27%	1%	10%

Not a retest: an excerpt of the list.
cpd	Molecule	Tau fibril ThT	L3MBTL1 inh	ALDH1A1 block	RECQ1 helicase	Lamin A splicing	SMN2 splice up	Luc counter	JMJD2E inh
14	COC(Cc1n[nH]c(=S)n1-c1ccccc1)OC	1%	8%	4%	i	-1%	-6%	10%	8%
15	Cc1nn(-c2ccccc2)c(Cl)c1C(=O)OC(C)C(=O)NC(=O)NC1CCCCC1 (stereo unspecified)	-14%	18%	-9%	-3%	?	-47%	-2%	0%
16	O=C(C1CCN(S(=O)(=O)N2CCCCC2)CC1)N1CCCCC1	5%	1%	?	-19%	5%	-2%	-2%	6%
17	c1ccc(-c2oc3ncnc(NCCCn4ccnc4)c3c2-c2ccccc2)cc1	?	-27%	?	i	?	-32%[inhibitor]	-6%	?
18	CC(C)=CCC/C(C)=C/CC(C)(C)CNCCN1CCNCC1	-8%	3%	?	-2%	?	-31%[inhibitor]	0%	3%
19	Cc1cc(C)nc(N/N=C/c2ccc(N3CCOCC3)cc2)n1	?	3%	-9%	i	?	20%	-1%	-10%
20	C/C(CC(=O)c1ccccc1)=N\NC(=O)CC#N	2%	-2%[11.4 µM]	9%	i	·	10%	1%	-18%
21	CCN(CC)P(=O)(/C(Cl)=C\Nc1c(C)n(C)n(-c2ccccc2)c1=O)N(CC)CC	-14%	-4%	18µM*	i	?	-5%	-1%	-30%
22	O=S(=O)(Nc1nccs1)c1ccc(Br)cc1	-5%	0%	5%	13%	-13%[46 µM]	13%	-5%	6%
23	O=C(NN1CCOCC1)c1ccc(S(=O)(=O)N2CCCCC2)cc1	7%	-11%	?	-2%	·	-2%	0%	11%
24	Cc1cc2cc(CN(Cc3nnnn3C3CCCCC3)CC3CCCO3)c(=O)[nH]c2cc1C (stereo unspecified)	0%	8%	?	i	3%	-7%	-2%	-12%
25	Oc1ccccc1CNCc1ccccc1	-5%	3%	-5%	-3%	-6%[46 µM]	14%	3%	1%
26	CCCCc1nc2c(c3c1C[C@H](C)OC3)CN(S(=O)(=O)c1c(C)noc1C)CC2	-5%[11.5 µM]	·	-9%[13.5 µM]	2%[11.5 µM]	-11%[9.22 µM]	4%[9.22 µM]	-8%[7.66 µM]	-23%[11.4 µM]
27	Cc1cc(C)c2c(=O)[nH]c(SCC(=O)N3CCOCC3)nc2n1	-7%	5%	?	-2%	-5%[46 µM]	·	0%	?

Screening results as filed in PubChem BioAssay.
